U2OS ROS induce: cancer cell ROS induction | U2OS ROS induction, H2DCF-DA fluorescence | ROS induction (% of piperlongumine), % at 10 µM | hit rate 2% among 46,000 | AID 624156; in the data active = ROS induction above about 79%, passing the limit was not always enough;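 also: 0% = DMSO vehicle median and 100% = reference compound median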
The depositor's hits bear a star.

SMILES	U2OS ROS induce
O=C(OC[C@@]1(O)[C@H]2[C@H](O[C@@H]3O[C@H](CO)[C@@H](O)[C@H](O)[C@H]3O)OC=C[C@H]2[C@H](O)[C@H]1Cl)c1ccccc1	-5
CNC[C@@H]1Oc2ccc(NS(C)(=O)=O)cc2C(=O)N([C@H](C)CO)C[C@H]1C	-7
C[C@@H]1CN([C@H](C)CO)C(=O)c2cc(NC(=O)C3CC3)ccc2O[C@@H]1CN(C)Cc1ccccc1	-1
CS/C(NC1CCCCC1)=C(/C#N)S(=O)(=O)c1ccc(Cl)cc1	45
CCc1c(O)nc(SCC(N)=O)n(-c2ccccc2F)c1=O	9
C[C@H]1CN([C@@H](C)CO)C(=O)Cc2cc(NC(=O)C3CC3)ccc2O[C@@H]1CN(C)C(=O)Nc1ccc(F)cc1	4
C[C@@H]1CN([C@H](C)CO)C(=O)c2cccc(NC(=O)CCCCCC(=O)Nc3ccccc3N)c2O[C@@H]1CN(C)S(=O)(=O)c1ccc(F)cc1	6
COc1ccc([N+](=O)[O-])cc1NC(=O)CN(c1ccccc1Cl)S(C)(=O)=O	5
C[C@@H]1CN([C@@H](C)CO)C(=O)CCCn2nncc2CO[C@H]1CN(C)C(=O)Nc1ccc(N2CCCCC2)cc1	16
C[C@@H]1CN([C@@H](C)CO)C(=O)c2cc(NC(=O)NC3CCCCC3)ccc2O[C@H]1CN(C)Cc1ccc(Oc2ccccc2)cc1	50
O=C(NO)c1cccc(C(=O)N/N=C/c2ccccc2OCCO)c1	4
COC(=O)c1ccccc1NC(=O)c1ccc2c(c1)OCO2	-1
Cc1noc(C)c1S(=O)(=O)Nc1ccc2c(c1)CC(=O)N([C@H](C)CO)C[C@@H](C)[C@@H](CN(C)C(=O)Nc1ccc(F)cc1)O2	-13
Cn1c(SCC(=O)Nc2cc(C(F)(F)F)ccc2Cl)nnc1-c1ccc(Br)cc1	-11
O=C(O)c1ccc(/C=N/NC(=O)c2ccccc2O)cc1	-1
C[C@@H]1CN([C@@H](C)CO)C(=O)CCCn2cc(nn2)CO[C@@H]1CN(C)Cc1ccc(C(F)(F)F)cc1	13
Cc1ccc(S(=O)(=O)N(C)C[C@H]2Oc3ccc(NS(=O)(=O)c4c(C)noc4C)cc3CC(=O)N([C@@H](C)CO)C[C@@H]2C)cc1	0
C[C@@H]1CN([C@@H](C)CO)C(=O)c2cc(NC(=O)c3ccncc3)ccc2O[C@@H]1CN(C)Cc1ccccc1	-22
O=C(Cn1cc(C(=O)c2ccccc2F)c2ccccc21)Nc1cccc(C(F)(F)F)c1	61
CCN(C1CCCCC1)S(=O)(=O)c1ccc(C)cc1	31
Cc1c(NC(=O)CN2C(=O)c3ccccc3S2(=O)=O)c(=O)n(-c2ccccc2)n1C	-5
C[C@H]1CN([C@@H](C)CO)C(=O)c2cc(NS(C)(=O)=O)ccc2O[C@@H]1CN(C)Cc1ccc(C(=O)O)cc1	0
Cc1cccc(-n2c(SCC(=O)O)nnc2-c2cccs2)c1C	1
C[C@@H]1CN([C@H](C)CO)C(=O)c2cc(NC(=O)Cc3cn(C)c4ccccc34)ccc2O[C@@H]1CN(C)S(=O)(=O)c1ccccc1	-14
COc1cc2c(cc1OC)CN(C(=O)Cn1c(C)cc(C)c(C#N)c1=S)CC2	-5

3 entries from above, field by field.
> CNC[C@@H]1Oc2ccc(NS(C)(=O)=O)cc2C(=O)N([C@H](C)CO)C[C@H]1C
  U2OS ROS induce: -7

> Cc1cccc(-n2c(SCC(=O)O)nnc2-c2cccs2)c1C
  U2OS ROS induce: 1

> C[C@@H]1CN([C@@H](C)CO)C(=O)c2cc(NC(=O)c3ccncc3)ccc2O[C@@H]1CN(C)Cc1ccccc1
  U2OS ROS induce: -22

The listing picks up, starting four compounds before the break.
SMILES	U2OS ROS induce
C[C@H]1CN([C@@H](C)CO)C(=O)c2cc(NS(C)(=O)=O)ccc2O[C@@H]1CN(C)Cc1ccc(C(=O)O)cc1	0
Cc1cccc(-n2c(SCC(=O)O)nnc2-c2cccs2)c1C	1
C[C@@H]1CN([C@H](C)CO)C(=O)c2cc(NC(=O)Cc3cn(C)c4ccccc34)ccc2O[C@@H]1CN(C)S(=O)(=O)c1ccccc1	-14
COc1cc2c(cc1OC)CN(C(=O)Cn1c(C)cc(C)c(C#N)c1=S)CC2	-5
C[C@H](CO)N1C[C@H](C)[C@H](CN(C)C(=O)Nc2ccc3c(c2)OCO3)Oc2c(NC(=O)Nc3ccc(F)cc3)cccc2C1=O	-1
O=C(NCc1ccco1)c1n[nH]c(=O)c2ccccc12	-10
CC(C)(C)c1cc(C(=O)NCCCn2ccnc2)cc(C(C)(C)C)c1	-2
C[C@@H]1CN([C@H](C)CO)C(=O)c2cc(NC(=O)Nc3ccc(F)cc3)ccc2O[C@H]1CN(C)S(=O)(=O)c1ccccc1	-9
C[C@H]1CN([C@@H](C)CO)C(=O)c2cc(NC(=O)Nc3ccccc3)ccc2O[C@@H]1CN(C)C(=O)Nc1ccc2c(c1)OCO2	-6
Cc1ccc(S(=O)(=O)Nc2ccc3c(c2)C(=O)N([C@@H](C)CO)C[C@H](C)[C@@H](CN(C)S(=O)(=O)c2ccc(F)cc2)O3)cc1	-15
COc1ccc(NC(=O)Nc2ccc3c(c2)C(=O)N([C@H](C)CO)C[C@H](C)[C@H](CN(C)S(=O)(=O)c2cccs2)O3)cc1	1
Cc1ccc(S(=O)(=O)N(C)C[C@@H]2OCCCC[C@@H](C)Oc3ccc(NC(=O)CCCN(C)C)cc3C(=O)N([C@H](C)CO)C[C@@H]2C)cc1	-2
Cc1ccccc1OCC(=O)NC(=S)Nc1ccccc1-c1nc2ccccc2s1	-12
C[C@@H]1CN([C@H](C)CO)C(=O)c2cccc(NC(=O)Nc3ccc(C(F)(F)F)cc3)c2O[C@@H]1CN(C)Cc1ccc(Cl)c(Cl)c1	2
C[C@H]1CN([C@@H](C)CO)C(=O)Cc2cc(NS(=O)(=O)c3ccc(F)cc3)ccc2O[C@H]1CN(C)CC1CC1	2
O=S1(=O)CCC(N=Cc2ccc(-c3cccc(C(F)(F)F)c3)o2)C1 (stereo unspecified)	13
C[C@H]1CN([C@@H](C)CO)C(=O)c2cc(NC(=O)Nc3ccccc3)ccc2O[C@H]1CN(C)C(=O)Nc1cccc2ccccc12	1
CC1CCCCC1NC(=O)CCn1nc(-c2ccccc2)ccc1=O (stereo unspecified)	-5
CC(=O)Nc1cccc2ncccc12	-2
Clc1cccc(Cl)c1Cn1nnc(N2CCCC2)n1	-5
C[C@H](CO)N1C[C@H](C)[C@H](CN(C)Cc2ccc(-c3ccccc3)cc2)Oc2ccc(NC(=O)Nc3ccc(C(F)(F)F)cc3)cc2CC1=O	6
O=C(O)CCCCCCC(=O)NN=C1CCCCCC1	11
C/C=C/[C@H](CCn1cc(CCO)nn1)[Si](C)(C)c1ccc(OC)cc1	3
Cc1ccc(-c2c[n+](=O)c3c(n2[O-])CCC3)cc1	-9
C[C@@H]1CN([C@@H](C)CO)C(=O)c2cc(N(C)C)ccc2O[C@@H]1CN(C)Cc1ccc(Oc2ccccc2)cc1	4
c1ccc2cc(Nc3ncnc4[nH]ncc34)ccc2c1	10
CCc1ccc2c(c1)C(O)(CC(=O)c1ccco1)C(=O)N2 (stereo unspecified)	-4
NC(=O)[C@]1(CCS(=O)(=O)c2ccccc2)N=C(c2ccc(OCCCO)cc2)O[C@@H]1c1ccccc1	46
O=C(NN=C1CCCCCC1)c1ccccn1	7

The listing continues.
SMILES	U2OS ROS induce
CC(=O)Nc1nonc1NC(=O)c1ccc(C)cc1	0
COc1ccc(NC(=O)Nc2ccc3c(c2)C(=O)N([C@@H](C)CO)C[C@H](C)[C@@H](CN(C)Cc2ccc(-c4ccccc4)cc2)O3)cc1	68
Cc1noc(C)c1NC(=O)N(C)C[C@H]1Oc2ccc(NC(=O)Nc3ccc(F)cc3)cc2CC(=O)N([C@@H](C)CO)C[C@H]1C	2
C[C@@H]1CN([C@H](C)CO)C(=O)Cc2cc(NC(=O)Nc3ccc(F)cc3)ccc2O[C@@H]1CN(C)Cc1ccc(-c2ccccc2)cc1	9
CC(C)(C)c1ccc(=O)[nH]n1	6
Cc1ccc(S(=O)(=O)N(C)C[C@@H]2Oc3c(NS(=O)(=O)c4ccccc4)cccc3C(=O)N([C@H](C)CO)C[C@@H]2C)cc1	-5
COC(=O)c1c(NC(=S)Nc2ccn(C)n2)sc(C(=O)N(C)C)c1C	-6
COc1ccccc1Nc1ncnc2c1cnn2Cc1ccccc1	-6
C[C@@H]1CN([C@@H](C)CO)C(=O)Cc2cc(NC(=O)Nc3cccc4ccccc34)ccc2O[C@@H]1CN(C)Cc1ccc(C(=O)O)cc1	1
CC(C)[C@H](NC(=O)OCc1ccccc1)C(=O)N[C@H](C=O)Cc1ccccc1	16
COc1ccc(CO[C@H]2O[C@H](CO)[C@@H](O)[C@H](O)[C@H]2NC(C)=O)c2cc(C)oc12	3
Cc1ccc(CNC(=O)c2ccccc2C(=O)O)cc1	5
COc1ccc(CN(C)C[C@H]2Oc3ccc(NC(=O)Nc4ccccc4)cc3C(=O)N([C@H](C)CO)C[C@@H]2C)cc1	30
C[C@@H]1CN([C@@H](C)CO)C(=O)c2cc(NC(=O)Cn3cnnn3)ccc2O[C@H]1CN(C)Cc1ccc(Oc2ccccc2)cc1	16
COc1ccc(N(CC(=O)Nc2cccc(SC)c2)S(C)(=O)=O)cc1Cl	-5
COc1cccc(OCC(=O)Nc2ccccc2C(=O)Nc2ccc(C(=O)O)cc2)c1	-1
COCn1c(COc2ccc3ccccc3c2)nc2ccccc21	-4
O=C(O)c1ccccc1Nc1nc(N2CCOCC2)nc(N2CCOCC2)n1	-5
C[C@@H]1CN([C@@H](C)CO)C(=O)Cc2cc(NS(=O)(=O)c3ccc(F)cc3)ccc2O[C@@H]1CN(C)Cc1ccc(C(=O)Nc2ccccc2N)cc1	43
Cc1ccc(S(=O)(=O)Nc2cccc3c2O[C@@H](CN(C)Cc2ccc(Cl)c(Cl)c2)[C@H](C)CN([C@@H](C)CO)C3=O)cc1	54
C[C@H]1CN([C@@H](C)CO)C(=O)Cc2cc(NC(=O)CCN3CCOCC3)ccc2O[C@@H]1CN(C)C(=O)Nc1ccc(F)cc1	-1
CC1CN(C(=S)SCC(=O)c2ccccc2)CC(C)O1 (stereo unspecified)	20
Cc1ccc(-n2c(C)nnc2SCC(=O)Nc2cc(C(F)(F)F)ccc2Cl)cc1	1
Nc1ccccc1C(=O)NCCN1CCNC1=O	-9
C[C@@H]1CN([C@H](C)CO)C(=O)c2cccc(NC(=O)Nc3ccc(F)cc3)c2O[C@H]1CN(C)Cc1ccc2c(c1)OCO2	87*

Some values from the list:
Reading for O=C(O)c1ccccc1Nc1nc(N2CCOCC2)nc(N2CCOCC2)n1 in U2OS ROS induce: -5
Reading for C[C@H]1CN([C@@H](C)CO)C(=O)Cc2cc(NC(=O)CCN3CCOCC3)ccc2O[C@@H]1CN(C)C(=O)Nc1ccc(F)cc1 in U2OS ROS induce: -1
Reading for CC1CN(C(=S)SCC(=O)c2ccccc2)CC(C)O1 (stereo unspecified) in U2OS ROS induce: 20

As a short view, part of the list above:
SMILES	U2OS ROS induce
CC(=O)Nc1nonc1NC(=O)c1ccc(C)cc1	0
COc1ccc(NC(=O)Nc2ccc3c(c2)C(=O)N([C@@H](C)CO)C[C@H](C)[C@@H](CN(C)Cc2ccc(-c4ccccc4)cc2)O3)cc1	68

Next section
SMILES	U2OS ROS induce
CCCCn1c(Cc2ccccc2)nc2ccccc21	-4
O=C(N/N=C/c1ccccc1Cl)c1ccccc1O	-7
C[C@@H]1CN([C@@H](C)CO)C(=O)CCCn2cc(nn2)CO[C@H]1CN(C)Cc1ccc(C(=O)O)cc1	20
COC(=O)N(C)C[C@H]1OCc2cn(nn2)CCCC(=O)N([C@H](C)CO)C[C@H]1C	-20
COc1ccc(NC(=O)Nc2ccc3c(c2)CC(=O)N([C@@H](C)CO)C[C@H](C)[C@@H](CN(C)CC2CC2)O3)cc1	-1
Cc1ccc(S(=O)(=O)N(C(=O)c2ccncc2)c2ccc(OC(=O)c3ccncc3)cc2)c(C)c1	10
O=C(Cn1cccc1)Nc1ccccc1Cl	-7
COc1ccc2c(C)nc(Nc3nc(C)cc(=O)[nH]3)nc2c1	8
CC1(C)C/C(=N\O)c2c(nc(C(F)(F)F)c3[nH]c4ccccc4c23)C1	-12
CC1OC(OC2C(CO)OC(OC(=O)[C@]34CCC(C)(C)CC3C3=CCC5[C@@]6(C)CC[C@H](OC7OC(C)C(OC8OCC(O)(COC9OCC(O)C(OC%10OCC(OC%11OCC(O)(CO)C%11O)C(O)C%10O)C9O)C8O)C(O)C7O)C(C)(C)C6CC[C@@]5(C)[C@]3(C)CC4)C(O)C2O)C(O)C(O)C1O (stereo partly specified)	-4
O=C(NCCCN1CCCCC1)c1cc(Sc2ccc(F)cc2)nc2ccccc12	2
COC(=O)C(C)C1Sc2ccccc2NC1=O (stereo unspecified)	-11
C[C@H](CO)N1C[C@H](C)[C@@H](CN(C)S(=O)(=O)c2ccc3ccccc3c2)OCc2cnnn2CCCC1=O	18
C[C@H](CO)N1C[C@H](C)[C@@H](CN(C)C(=O)Nc2cccc3ccccc23)Oc2c(NC(=O)Nc3cccc4ccccc34)cccc2C1=O	-6
COc1cccc(-c2cc(NCc3ccc4c(c3)OCO4)nc(N)n2)c1	22
CC1(C)CC(=O)CC(=Nc2ccc3[nH]c(=O)[nH]c3c2)C1	-11
C[C@H]1CN([C@@H](C)CO)C(=O)c2cc(NS(=O)(=O)c3ccc(F)cc3)ccc2O[C@@H]1CN(C)Cc1ccc2c(c1)OCO2	6
C[C@@H]1CN([C@H](C)CO)C(=O)c2cc(NC(=O)Nc3cccc4ccccc34)ccc2O[C@@H]1CN(C)C(=O)Nc1ccccc1	84*
CC(NS(=O)(=O)c1ccc(Br)cc1)C(=O)Nc1ccc(Cl)cc1Cl (stereo unspecified)	-11
CC(C)(C)CC[n+]1ccc(/C=N/O)cc1	-11
Cc1ccc2[nH]c(=O)c(C=NC(CO)(CO)CO)c(O)c2c1	-3
Cc1noc(C)c1NC(=O)N(C)C[C@H]1Oc2ccc(NS(=O)(=O)c3ccc(F)cc3)cc2CC(=O)N([C@@H](C)CO)C[C@@H]1C	8
C[C@H]1CN([C@@H](C)CO)C(=O)c2cccc(NC(=O)NC3CCCCC3)c2O[C@H]1CN(C)Cc1ccncc1	-2
C[C@H](CO)N1C[C@H](C)[C@H](CN(C)S(=O)(=O)c2cn(C)cn2)Oc2c(NS(=O)(=O)c3cccs3)cccc2C1=O	-9
Cc1noc(C)c1NC(=O)Nc1cccc2c1O[C@H](CN(C)C(=O)Nc1ccccc1)[C@H](C)CN([C@@H](C)CO)C2=O	-8

The list is partial; count on the stated rates, not on these rows.
